KB-3-1 cytotox: kills parental KB-3-1 adenocarcinoma cells. KB-3-1 viability, CellTiter-Glo ATP luminescence, 72 h. Potency, µM (highest dose often 46.1 µM), without a hit: at the highest dose activity change, negative = cytotoxic, usual class: cytotoxic. hit rate 1.4% among 400,000; note: % is set by controls: 0 for no effect and ±100 for the full control effect; nearly all actives have a fitted effect of over 60% in size
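Parental KB-3-1 adenocarcinoma cells in phenol-red-free DMEM with 10% FBS were pin-treated with compounds at several concentrations, incubated 72 h at 37 °C, and viability read by CellTiter-Glo luminescence; concentration-effect curves were fitted after normalization.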
SW480 rerep: DNA re-replication induction in SW480 cells; Potency, µM (titrated, usually from 46.1 µM), without a hit: top-dose re-replication activation, actives largely listed as activators; AID 624297; SW480 DNA re-replication, Hoechst DNA content imaging, 48 h; hit rate 1.8% among 340,000; note: % of control where 0% means no effect; nearly all actives have a fitted effect of over 55% in size
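Compounds, transferred as 23 nL by pin tool, were incubated with cells for 48 hr; DNA content per nucleus was then quantified by Hoechst staining and fluorescence plate imaging.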
GLP-1R agonist: agonists of human GLP-1 receptor; HEK293 GLP-1R CRE-luciferase, luminescence, 4-6 h; cells express a hypersensitive GLP-1R form; Potency, µM (doses to about 45.6 µM), inactives show at the highest dose activation, most hits filed as activators; hit rate 0.007% among 380,000; AID 624172; note: % of control where 0% means no effect
Target sequence (P43220 whole entry, looked up): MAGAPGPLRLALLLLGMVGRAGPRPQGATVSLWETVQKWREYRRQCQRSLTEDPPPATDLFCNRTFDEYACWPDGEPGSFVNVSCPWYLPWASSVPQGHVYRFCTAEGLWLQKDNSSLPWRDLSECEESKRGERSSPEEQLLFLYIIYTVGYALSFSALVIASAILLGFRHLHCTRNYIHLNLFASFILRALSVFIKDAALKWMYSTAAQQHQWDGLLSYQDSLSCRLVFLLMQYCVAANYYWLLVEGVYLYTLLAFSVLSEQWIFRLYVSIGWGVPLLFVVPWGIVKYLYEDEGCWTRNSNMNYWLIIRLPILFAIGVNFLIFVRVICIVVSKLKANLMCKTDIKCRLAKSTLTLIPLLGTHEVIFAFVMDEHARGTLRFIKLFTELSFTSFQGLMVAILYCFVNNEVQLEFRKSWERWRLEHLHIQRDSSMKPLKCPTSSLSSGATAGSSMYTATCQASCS
HT1080NT lethal: kills 2HG-producing HT-1080-NT fibrosarcoma cells. HT-1080-NT fibrosarcoma viability, CellTiter-Glo ATP luminescence, 48 h. Potency, µM (doses to about 46.1 µM), for inactives: top-dose activity, negative = less viability, most hits filed as cytotoxic. hit rate 1.6% among 360,000;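 note: NT is the 2HG producing partner of a matched IDH1 knockdown line; 0% = DMSO-treated cells and -100% = media-only wells without cells; nearly all actives have a fitted effect of over 55% in size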
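Viability of the 2HG-overproducing fibrosarcoma line after 48 hours of compound exposure at 37 degrees C was determined by luminescence with CellTiter-Glo, and concentration-effect curves were then fitted and categorized.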
TDP-43 yeast inh: inhibitors of TDP-43 toxicity in yeast | TDP-43 expressing yeast growth rescue, BacTiter-Glo, 24 h | Potency, µM (series often up to 46.1 µM), inactives show top-dose growth rescue (activation), usual class: activators | hit rate 1.8% among 410,000; note: % of control where 0% means no effect; nearly all actives have a fitted effect of over 50% in size
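Readout is BacTiter-Glo luminescence of cell growth, so inhibitors register as activators. TDP-43-expressing yeast at OD600=0.02 in galactose medium, after raffinose pregrowth to mid-log, were incubated with compound for 24 hr at 30 deg C.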
GLP1R inv ag: inverse agonists of human GLP-1 receptor | HEK293 GLP-1R CRE-luciferase, luminescence, 24 h; GLP-1R form is constitutively active | Potency, µM (top dose mostly 38.3 µM), for the others: top-dose activity change, negative = inhibition, hits mostly inhibitors | P43220 | hit rate 1.6% among 410,000; note: % is set by controls: 0 for no effect and ±100 for the full control effect; nearly all actives have a fitted effect of over 55% in size
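Using stably transfected HEK293 (constitutively active GLP-1R, cAMP-luciferase reporter), compounds were incubated 24 hr and luciferase measured by luminescence.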
KB-V1 cytotox: kills drug-selected multidrug resistant KB-V1 cells. Potency, µM (series often up to 46.1 µM), for the others: at the top dose activity change, negative = cytotoxicity, actives largely listed as cytotoxic. AID 1347076. hit rate 3.4% among 400,000. KB-V1 MDR cells viability, CellTiter-Glo, 72 h; note: % is set by controls: 0 for no effect and ±100 for the full control effect; nearly all actives have a fitted effect of over 60% in size
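KB-V1, DMEM (no phenol red) + 10% FBS; cpd pin-transferred, titration series; 72 h, 37 degrees C; CellTiter-Glo, luminescence. Data normalized, curve-fit.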
GLP1R cytotox: cytotoxicity in counter-screen for GLP-1R inverse agonists; Potency, µM (highest dose often 38.3 µM), inactives show at the top dose activity change, negative = inhibition, usual class: inhibitors; HEK293 cAMP-luciferase reporter cells, luminescence, 24 h; hit rate 0.13% among 410,000;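 note: loss of luciferase light is scored as toxicity; % is set by controls: 0 for no effect and ±100 for the full control effect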
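Step one: seed cells (200 cells/uL, DMEM with 10% Nu serum, 1% pen-strep). Step two: 12-hour incubation at 37 deg C. Step three: pin 23 nL compound, incubate 24 hr. Step four: add luciferase reagent, read luminescence 12 min later.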
HT1080 IDH1KD tx: HT-1080 IDH1 knockdown cell toxicity (counter line) | AID 686971 | HT-1080 IDH1 knockdown viability, ATP luminescence, 48 h | Potency, µM (series often up to 46.1 µM), for inactives: at the highest dose activity, negative = toxicity, most hits filed as cytotoxic | hit rate 2% among 360,000;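 note: 0% = DMSO wells and -100% = cell-free medium wells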
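Cytotoxicity counter-line: IDH1KD HT-1080, 48 h, CellTiter-Glo. Curves classed by r2, magnitude and activity.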
Starred values were filed as active, the others as inactive; ? = inconclusive; . = no result given; [ ] = another dose, or the depositor's remark. Calls come from the whole dose curve; as a rule, active = well fitted curve in the direction sought with a large enough effect; inconclusive = small, poorly fitted or top-dose-only effect, or another doubt; inactive = no such curve, though single readings can be large; an effect the other way counts as inactive or inconclusive. Potency is the fitted concentration of half-maximal effect. This is a random part of the collection. Share with any hit: about 9.4%.

SMILES	KB-3-1 cytotox	SW480 rerep	GLP-1R agonist	HT1080NT lethal	TDP-43 yeast inh	GLP1R inv ag	KB-V1 cytotox	GLP1R cytotox	HT1080 IDH1KD tx
COc1ccc(NC(=O)COC(C)=O)cc1OC	17%	10%	2%	9%	0%	13%	2%	14%	14%
COc1ccc([C@@H](NC(=O)OC(C)(C)C)C(=O)OC(C)(C)C)cc1	13%	-48%[inhibitor]	8%	10%	-4%	?	25%	-11%	3%
CCc1cccc(C)c1Nc1c(-c2ccc(N(C)C)cc2)nc2cnccn12	?	.	-5%	.	26%	?	?	229%[activator]	.
CCn1cc(C(=O)NCCc2ccc(Cl)cc2)c(=O)c2cc(S(=O)(=O)N3CCC(C)CC3)ccc21	22%	.	-1%	.	8%	6%	-17%	0%	.
COc1ccc2c(=O)c3c(=O)n(-c4ccccc4)c(-c4ccco4)nc3oc2c1	-2%	-5%	12%	22%	-10%	8%	-4%	0%	14%
COc1ccc(CCN2C(=O)CSC2c2ccc(OC)c(OC)c2)cc1OC (stereo not drawn)	-45%	-15%	12%	-1%	-4%	11%	-50%	-13%	-12%
CCOC(=O)CNC(=O)c1ccc(C)cc1	5%	-2%	8%	18%	-9%	3%	-1%	-3%	13%
O=C(CN1CCN(CC(=O)Nc2ccccc2Cl)CC1)Nc1ccc(F)c(F)c1	-7%	?	-2%	-5%	5%	-27%	-12%	-6%	-2%
Cc1cc(C)cc(NC(=O)Cn2nnc(-c3nc(-c4ccncc4)no3)c2N)c1	-9%	.	.	.	20%	-5%	25%	-12%	.
O=C(/C=C/c1cccs1)N1CCN(c2ccccc2)CC1	0%	-1%	10%	9%	?	2%[0.307 µM]	-8%	6%[0.307 µM]	9%
COc1ccccc1OC(C)C(=O)N1CC(=O)Nc2ccccc21 (stereo not drawn)	4%	-4%	11%	16%	-9%	3%	0%	1%	19%
CCOC(=O)C1=C(C)NC(=O)NC1c1c(O)ccc2ccccc12 (stereo not drawn)	0%	-2%	-3%	-11%	0%	-18%	16%	0%	-6%
CCC(=O)Nc1ccc(S(=O)(=O)c2ccc(NC(=O)CC)cc2)cc1	-5%	0%	0%	5%	4%	19%	-27%	-2%	7%
COc1ccc2cc3cc(C(=O)N4CCCCCC4)oc3nc2c1	-5%	-1%	5%	-14%	18%	5%	?	-29%	-7%
CN(CC(=O)NC(=O)NC1CCCCC1)c1ccccc1	2%	-7%	22%	10%	13%	?	16%	-1%	0%
c1cncc(-c2nnc(SCc3nc4ccccc4[nH]3)o2)c1	15%	-5%	-1%	2%	1%	3%	-11%	-2%	10%
CCCC(=O)Nc1nc2n(n1)C(c1ccccc1)CC(=O)N2 (stereo not drawn)	3%	3%	1%	-2%	9%	0%	9%	-10%	4%
Nc1ccc(N2CCCC2)c(S(=O)(=O)Nc2cccc(C(F)(F)F)c2)c1	-10%	2%	-3%	-1%	-57%[inhibitor]	6%	1%	-7%	0%
CCN(CC)CCOc1ccc(/C(=C(\Cl)c2ccccc2)c2ccccc2)cc1	?	4%	11%	4.6µM*	13%	?	-28%	?	15µM*
CCN(CC(=O)Nc1c(F)cccc1F)C(=O)CCNC(=O)c1ccccc1OC	-4%	0%	1%	8%	5%	-8%	12%	0%	3%
O=C(NCc1ccc(Cl)cc1)C1CCCCN1S(=O)(=O)c1ccccc1 (stereo not drawn)	-22%	1%	9%	-14%	4%	?	?	10%	-8%
COc1ccc(N2CCN(C(=O)NCc3noc4ccccc34)CC2)cc1	-3%	.	.	.	?	2%	3%	-8%	.
CCC(C)(C)n1nnnc1C(c1ccc(OC)c(OC)c1)N1CCN(c2ccccc2)CC1 (stereo not drawn)	?	1%	0%	3%	10%	4%	-9%	-2%	0%
CCC(=O)N1c2ccc(S(=O)(=O)NCCc3ccc(C)cc3)cc2CC1C (stereo not drawn)	-4%	-1%	0%	2%	?	-11%	2%	-3%	0%

Profiles, quoted from the list. Order of values: KB-3-1 cytotox | SW480 rerep | GLP-1R agonist | HT1080NT lethal | TDP-43 yeast inh | GLP1R inv ag | KB-V1 cytotox | GLP1R cytotox | HT1080 IDH1KD tx
CCC(=O)Nc1ccc(S(=O)(=O)c2ccc(NC(=O)CC)cc2)cc1 reads -5% | 0% | 0% | 5% | 4% | 19% | -27% | -2% | 7%
Nc1ccc(N2CCCC2)c(S(=O)(=O)Nc2cccc(C(F)(F)F)c2)c1 reads -10% | 2% | -3% | -1% | -57%[inhibitor] | 6% | 1% | -7% | 0%
CN(CC(=O)NC(=O)NC1CCCCC1)c1ccccc1 reads 2% | -7% | 22% | 10% | 13% | ? | 16% | -1% | 0%
c1cncc(-c2nnc(SCc3nc4ccccc4[nH]3)o2)c1 reads 15% | -5% | -1% | 2% | 1% | 3% | -11% | -2% | 10%
CCC(C)(C)n1nnnc1C(c1ccc(OC)c(OC)c1)N1CCN(c2ccccc2)CC1 (stereo not drawn) reads ? | 1% | 0% | 3% | 10% | 4% | -9% | -2% | 0%

The listing continues.
SMILES	KB-3-1 cytotox	SW480 rerep	GLP-1R agonist	HT1080NT lethal	TDP-43 yeast inh	GLP1R inv ag	KB-V1 cytotox	GLP1R cytotox	HT1080 IDH1KD tx
Cc1cc2oc(=O)c3c(c2cc1OCc1nn[nH]n1)CCCC3	5%	-2%	0%	-6%	-7%	0%	2%	4%	2%
CCC(CC)NC(=O)c1cccc([N+](=O)[O-])c1C	4%	-7%	0%	-1%	10%	15%	3%	2%	9%
O=C(Cc1noc2ccccc12)Nc1ccc2ccccc2c1	?	-10%	0%	-6%	0%	0%	-7%	-17%	-1%
O=C(COc1ccccc1)NS(=O)(=O)c1ccccc1	-8%	5%	0%	11%	-7%	0%	-14%	-1%	1%
CCC(CC)C1=NN2C(=N)/C(=C\c3cc(C)n(-c4cccc(C)c4)c3C)C(=O)N=C2S1	10%	2%	3%	3%	-12%	13%	-15%	-9%	5%
O=C1CN(C(=O)CC2C(=O)NCCN2Cc2ccccc2C(F)(F)F)CCN1 (stereo not drawn)	.	-2%	-8%	5%	-13%	20%	.	4%	-2%
CC(=O)COC(=O)CNC(=O)c1ccc(Br)cc1	-3%	-7%	5%	0%	-18%	0%	0%	6%	-10%
Cn1ccc2c(N3CCCCC3)cc3c(c21)C1CCC3O1 (stereo not drawn)	0%	.	2%	14%	17%	12%	14%	3%	11%
COc1cc(C(=O)N(Cc2ccc(C)o2)C2CCS(=O)(=O)C2)cc(OC)c1OC (stereo not drawn)	12%	-2%	1%	0%	10%	-8%	-8%	-2%	3%
CCOC(=O)c1c(S(=O)(=O)N2CCC(C(=O)Nc3ccc(OCC)cc3)CC2)c(C)n(C)c1C	1%	.	.	.	21%	1%	1%	15%	.
C[C@@H]1CN([C@@H](C)CO)C(=O)CCCn2nncc2CO[C@H]1CN(C)S(=O)(=O)c1ccc2ccccc2c1	-8%	.	12%	-11%	4%	14%	-12%	3%	-10%
COc1cccc(-c2nc(CS(=O)(=O)CC(=O)NCCCN3C(C)CCCC3C)c(C)o2)c1 (stereo not drawn)	-4%	-8%	-3%	0%	-19%	3%	?	-2%	-7%
CC(=O)N(c1nc(CCl)cs1)c1c(C)cc(C)cc1C	5%	13%	11%	18%	-13%	14%	22%	7%	26%
Cc1ccccc1CC1(CO)CCCN(C(=O)Cc2c(F)ccc(F)c2F)C1 (stereo not drawn)	-7%	?	-2%	-13%	?	?	-26%	0%	-3%
CCc1nc(C#N)c(N2CCCCC2)o1	6%	13%	9%	4%	9%	0%	?	-2%	8%
COc1c(Cl)cc(C(=O)NN)cc1Cl	1%	13µM*	19%	2.1µM*	8%	?	-1%	?	2.6µM*
CC(=O)Oc1ccc(N(C(C)=O)S(=O)(=O)c2ccc(C)cc2)c2ccccc12	?	?	2%	?	-2%	5%	?	-13%	?
Cc1ccc(C)c(N2CCN(c3nnnn3-c3ccccc3)CC2)c1	-15%	6%[9.22 µM]	0%	?	20%	?	0%	-27%	?
Cc1onc(-c2c(F)cccc2Cl)c1C(=O)Nc1cccc(S(=O)(=O)N2CCCCC2)c1	-4%	?	-3%	-6%	-8%	?	?	-3%	-11%
CCSc1nnc(Cc2cc(=O)[nH]c(=O)[nH]2)n1-c1cc(C)ccc1C	-5%	-11%	-3%	14%	2%	-3%	17%	0%	8%
O=C(Cc1csc(N2CCOCC2)n1)N/N=C/c1ccccc1C(=O)O	0%	-22%	-1%	0%	13%	39%[activator]	2%	7%	6%
Cc1cc(/C=C2/NC(=O)NC2=O)c(C)n1-c1ccccn1	1%	-5%	3%	-5%	7%	11%	?	9%	2%
Cc1cccc(C)c1NC(=O)C(=O)NCC1CCCN1S(=O)(=O)c1cccs1 (stereo not drawn)	-5%	-77%[inhibitor]	11%	1%	-17%	-28%	-5%	1%	0%
O=C(Cn1cc(C(F)(F)F)ccc1=O)N1CCN(S(=O)(=O)c2ccc(Cl)cc2)CC1	2%	-5%	-6%	5%	-3%	10%	2%	-16%	-4%
CN(C)N=Nc1ccc2nc[nH]c2c1	5%	-8%	-7%	4%	-28%	1%	8%	-15%	3%
COc1ccc(-n2nc([N+](=O)[O-])c(=NCCc3ccc(C)cc3)n2O)cc1	7%	1%	22%	5%	?	?	2%	-15%	-2%
CN(Cc1nc(Cc2ccccc2F)no1)[C@@H]1CS(=O)(=O)C[C@H]1O	-8%	29%	1%	9%	-2%	6%	6%	0%	0%
CCOC(=O)c1cccc(NC(=O)C2CCN(S(=O)(=O)c3c(C)noc3/C=C/c3ccc(C)cc3)CC2)c1	?	.	-2%	.	6%	?	4%	0%	.
COc1ccc(NC(=O)Cc2ccccc2)cn1	0%	1%	8%	9%	25%	6%	-7%	22%	-3%
CCC(=O)N1CCN(c2ccc(NC(=O)c3ccc4c(c3)OCCO4)cc2)CC1	-1%	-1%	8%	-28%	-24%	3%	-6%	0%	?
CCn1cc(/C=C(\NC(=O)c2ccccc2OC)C(=O)NCCCn2ccnc2)c2ccccc21	7%	-20%	4%	3%	0%	20%	15%	-7%	-1%
